LAP4-GFP MLPCN: alters LAP4-GFP fluorescence in TOR pathway yeast screen | GFP response vs DMSO, % at 10 µM | S. cerevisiae LAP4-GFP multiplex, flow cytometry GFP, 3 h; median GFP as percent of DMSO wells | actives 0.34% (n = 320,000);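 active = GFP response vs DMSO above a set limit, about the screen mean plus 3 SD, cut at about 150% in these data; inconclusive = under 70 cell events counted for the yeast strain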
proCasp7 act: activates human procaspase-7, counter-screen for procaspase-3 activators; activation, % at 8.5 µM; AID 463210; P55210; actives 0.093% (n = 330,000); recombinant procaspase-7, Ac-DEVD-pNA absorbance 405 nm; D23A/D198A/D206A triple mutant, cannot self-cleave; scale: DMSO 0, 5 µM enzyme 100;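 active = percent activation above the screen-wide mean plus 3 SD, cut at about 25% in these data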
Target sequence (P55210 whole entry D23A/D198A/D206A): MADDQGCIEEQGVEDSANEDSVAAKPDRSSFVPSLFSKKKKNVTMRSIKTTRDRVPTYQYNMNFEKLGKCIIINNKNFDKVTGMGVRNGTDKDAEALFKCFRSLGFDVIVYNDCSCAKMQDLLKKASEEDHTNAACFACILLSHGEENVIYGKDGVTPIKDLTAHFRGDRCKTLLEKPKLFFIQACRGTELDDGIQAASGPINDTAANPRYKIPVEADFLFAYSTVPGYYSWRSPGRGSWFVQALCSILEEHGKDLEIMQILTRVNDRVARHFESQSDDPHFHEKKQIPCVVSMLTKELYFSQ
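Assay system: Uncleavable procaspase-7 mutant enzyme | Input: 2 µM procaspase-7 mutant as dispensed | Timing: 1 h compound preincubation, 2 h substrate cleavage, 25 °C | Repeats: One well per compound | Control set: DMSO wells as 0%, DMSO with 5 µM added PC-7 as 100% | Technique: Epi-absorbance of released pNA at 405 nm, two timepoints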
GASC-1 inh: human JMJD2C demethylase inhibition. Q9H3R0. actives 0.069% (n = 330,000). AID 2099. GST-JMJD2C(1-420) H3K9me3 demethylation, DELFIA europium. inhibition, % at 2.35 µM;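 active = more than half of a compound's replicate wells show inhibition beyond 50%, single wells judged on their own value; inconclusive = some, but no more than half, of replicates pass 50% inhibition; inactive = no replicate passes 50% inhibition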;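 note: signal counts dimethyl H3K9 product captured on neutravidin plate; 0% = median of DMSO wells and 100% = 0.3 times that DMSO median; strong numbers were not always called active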
Target sequence (Q9H3R0 1-420 limits assumed): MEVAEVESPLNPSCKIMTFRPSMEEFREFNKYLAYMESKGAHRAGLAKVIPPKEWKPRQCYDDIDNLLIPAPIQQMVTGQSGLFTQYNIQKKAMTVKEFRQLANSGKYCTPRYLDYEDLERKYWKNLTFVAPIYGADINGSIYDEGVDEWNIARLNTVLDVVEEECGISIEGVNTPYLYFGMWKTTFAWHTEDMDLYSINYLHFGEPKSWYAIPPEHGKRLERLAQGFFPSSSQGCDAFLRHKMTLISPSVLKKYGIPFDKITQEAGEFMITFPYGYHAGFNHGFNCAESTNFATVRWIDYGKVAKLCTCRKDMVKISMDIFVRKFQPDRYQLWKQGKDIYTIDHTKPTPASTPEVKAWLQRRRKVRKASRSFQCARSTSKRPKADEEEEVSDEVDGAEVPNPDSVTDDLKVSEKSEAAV
CR mimetic SO: yeast age-related superoxide inhibition as caloric restriction mimetic. actives 0.18% (n = 330,000). superoxide response (% of plate mean), % at 10 µM. S. cerevisiae aged cells, superoxide DHE fluorescence; stronger effect = lower value;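 active = superoxide response under a set limit, about three screen SD below normal, cut at about 65% in these data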;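 note: yeast aged for seven days with compound at 30 °C before DHE staining; 100% = average MFI of all compound-treated wells on the plate with controls excluded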
proCasp3 act: activates human procaspase-3; P42574; recombinant procaspase-3 D3A, Ac-DEVD-pNA absorbance 405 nm; activation, % at 8.5 µM; actives 0.11% (n = 330,000);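 active = activation above the mean of all tested compounds plus 3 SD, cut at about 21% in these data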;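 note: 0% = DMSO alone and 100% = DMSO wells spiked with extra 5 µM PC-3 D3A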
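assay system = Procaspase-3 D3A mutant | signal = absorbance at 405 nm, 0 and 120 min | times = 1 h preincubation plus 2 h reaction at 25 °C | repeats = single replicate | read-out = % activation between DMSO and enzyme-spiked controls | medium = Zinc-free HEPES saline buffer with Triton X-100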
RPL19A-GFP yeast: modulators of TOR pathway RPL19A-GFP in S. cerevisiae | S. cerevisiae RPL19A-GFP strain, flow cytometry, 3 h; stronger effect = lower value | AID 2025 | actives 0.3% (n = 330,000) | percent response vs DMSO, % at 10 µM;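 active = percent response vs DMSO below 50%; inconclusive = fewer than 70 events counted for the yeast strain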;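 note: median channel GFP fluorescence of the barcoded RPL19A-GFP strain; ratio of sample median GFP to plate DMSO average so 100% = DMSO; lower means less RPL19A-GFP as with rapamycin TOR inhibition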
AHR activator: activators of human aryl hydrocarbon receptor; P35869; AHR-responsive luciferase reporter cells, luminescence; activation, % at 5 µM; actives 2.5% (n = 320,000); AID 2796; in the data active = activation above about 47%;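 note: 0% = vehicle wells and 100% = reference agonist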
MEP2-GFP yeast: yeast TOR pathway MEP2-GFP modulation. S. cerevisiae MEP2-GFP strain, flow cytometry GFP, 3 h; 100% = DMSO control level. GFP response vs DMSO, % at 10 µM. actives 0.51% (n = 330,000). AID 2016;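 active = GFP response versus DMSO above a set limit, roughly screen mean plus 3 SD, cut at about 180% in these data; inconclusive = fewer than 70 cells counted for a yeast strain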;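 note: median GFP fluorescence of the barcode-gated MEP2-GFP cells per well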
Numbers without * were called inactive; ? = inconclusive; · = not tested or not shown; & = joins results of further samples; [ ] = another dose, or the depositor's remark.

item	structure	LAP4-GFP MLPCN	proCasp7 act	GASC-1 inh	CR mimetic SO	proCasp3 act	RPL19A-GFP yeast	AHR activator	MEP2-GFP yeast
1	COc1ccc(Cc2nc(N)nc(N)n2)cc1	97.1	8.1	-0.5	92.2	0.8	103.5	-0.1	103.5
2	COc1ccc(-c2[nH]ncc2CNC(C)c2cn(C)nc2C)c(F)c1 (stereo not drawn)	97.7	0.7	12.8	112.4	-1.3	101.6	0.8	104.6
3	COc1ccc(CNC(=O)C(CCSC)NC(=O)c2ccco2)cc1 (stereo not drawn)	102.5	-9.6	-9.3	110.3	-7.2	96.5	9.5	102.3
4	Cc1cccc(C)c1NC(=O)CSc1nc(-c2ccco2)cc(C(F)(F)F)n1	101.1	-0.2	-0.9	115.8	4.3	99.8	0.6	99.2
5	COc1ccc(N(CCC(=O)NCCc2ccccc2)S(=O)(=O)c2ccc(C)cc2C)cc1	89.9	4.5	-2.8	98.0	-2.3	87.8	1.6	92.8
6	CC(C)C(O)(C#CCN1CCCCCC1)c1ccccc1 (stereo not drawn)	101.3	1.7	0.8	104.5	1.8	96.0	-1.3	101.9
7	CCN(CC(=O)Nc1ccc2c(c1)OCCO2)C(=O)c1ccc(S(=O)(=O)N(C)C)cc1	101.4	6.8	2.5	105.7	-3.0	99.2	3.3	106.8
8	COc1ccc(CCC(=O)Nc2ccc(S(=O)(=O)Nc3ncccn3)cc2)cc1	92.2	3.2	-3.3	110.1	2.1	93.8	0.0	95.5
9	Nc1c(C(=O)Nc2ccc(F)cc2)nnn1-c1cccc(C(F)(F)F)c1	99.8	10.4	-3.0	102.0	2.6	99.7	-5.3	95.5
10	O=C(N=C1SC2CS(=O)(=O)CC2N1c1ccc(F)cc1)C1CCCCC1 (stereo not drawn)	110.5	-4.3	-2.7	97.4	3.0	107.8	-0.9	108.6
11	CCOc1ccc(CCNC(=O)CS(=O)(=O)Cc2nc(-c3cccc(OC)c3)oc2C)cc1	83.3	-4.1	0.6	101.3	-0.5	102.0	1.7	97.6
12	COc1ccc(CNC(=O)COC(=O)CCOc2ccccc2)cc1	98.5	11.3	4.4	99.2	3.0	103.1	1.2	108.2
13	CC(=O)Nc1ccc(S(=O)(=O)N(C)CC(=O)NC2=NCCS2)cc1	100.4	16.0	2.3	103.0	-6.1	99.6	4.5	95.5
14	O=C(CSc1cccc[n+]1[O-])Nc1ccccc1C(F)(F)F	89.3	-0.3	-1.3	102.0	4.5	98.6	-0.5	95.5
15	C=CCNC(=O)c1ccc2c(=O)n(CCCN3CCCC3=O)c(=S)[nH]c2c1	98.2	11.8	1.9	91.5	-0.8	95.3	0.8	96.2
16	Cc1ncc(CN2CCCC(C(=O)Nc3ccc(-c4cccc(F)c4)cc3)C2)s1 (stereo not drawn)	91.4	·	-0.8	88.3	·	107.5	·	110.7
17	O=C(Cn1nnc(-c2ccc(NC(=O)c3ccccc3F)cc2)n1)NCc1ccc(F)cc1	94.6	4.7	30.6	98.6	0.3	96.6	2.2	97.3
18	CCCCN1CN(Cc2ccco2)CNC1=S	117.7	5.2	0.6	98.3	-5.4	103.3	3.9	144.3
19	CCCCNC(=O)[C@@](CC)(ONc1ccccc1C(F)(F)F)c1cccc2ccccc12	100.1	-21.1	1.7	91.9	-2.5	91.4	1.8	89.3
20	Cc1cc(F)ccc1NC(=S)NC1CCCC1	82.2	·	-5.2	97.7	·	113.2	·	111.7
21	CCCNC(=O)CCc1c(C)nc2c(c(C)nn2-c2ccc(C)cc2)c1C	108.6	6.3	16.1	93.6	3.9	103.8	3.2	115.4
22	CCC(C(=O)NCc1cccnc1)n1nc(C)n2c(cc3occc32)c1=O (stereo not drawn)	99.6	3.3	4.9	94.4	3.2	93.2	2.0	122.0
23	O=C(Cn1c(=O)oc2ccc(Cl)cc21)Nc1ccon1	79.3	9.6	?	117.8	5.7	91.6	0.3	89.1
24	Cc1cc(C)nc(SCc2nnc(SCC(=O)Nc3ccc(Cl)c(C(F)(F)F)c3)o2)n1	100.9	4.0	79.2&-12.7	93.6	1.4	100.6	0.9	104.3
25	O=C(Cn1nc(-c2ccccc2)c2ccccc2c1=O)NN1CCOCC1	98.4	4.2	0.5	98.4	-3.6	92.8	-0.3	86.8
26	COc1cccc(N2CC(C(=O)Nc3nnc(SCCN4CCOCC4)s3)CC2=O)c1 (stereo not drawn)	106.1	7.0	-6.6	90.1	-0.9	104.7	-3.9	101.4
27	CC(=O)Nc1ccc(OC(=O)Oc2ccc(NC(C)=O)cc2)cc1	96.8	0.1	-5.4	91.6	-5.7	102.0	0.2	99.6
28	CC(C)c1cccc(C(C)C)c1NC(=O)COC(=O)C1CCC1	106.5	2.1	-0.2	97.0	9.0	96.0	0.0	84.5
29	O=C(CSc1ccc(-c2cccnc2)nn1)Nc1ccc(Br)cc1	109.3	-2.4	8.1	110.6	-0.7	98.8	27.0	105.9
30	O=C(/C=C/c1ccccc1)Nc1nnc(-c2ccco2)o1	102.1	11.2	5.0	90.6	-10.7	104.4	7.5	118.6
31	Cn1c(-c2ccc(=O)[nH]c2)nc2ccccc21	108.0	5.7	17.4	107.3	6.5	90.8	2.6	97.7
32	COc1ccc(C(=O)Nc2cccc(C(=O)O)c2)cc1S(=O)(=O)N1CCCC1	99.2	7.5	-1.3	100.9	-4.0	102.4	-2.8	101.3

One compound at a time (already shown). Order of screens: LAP4-GFP MLPCN, proCasp7 act, GASC-1 inh, CR mimetic SO, proCasp3 act, RPL19A-GFP yeast, AHR activator, MEP2-GFP yeast
Shown for COc1ccc(C(=O)Nc2cccc(C(=O)O)c2)cc1S(=O)(=O)N1CCCC1 = 99.2, 7.5, -1.3, 100.9, -4.0, 102.4, -2.8, 101.3
Shown for O=C(Cn1nc(-c2ccccc2)c2ccccc2c1=O)NN1CCOCC1 = 98.4, 4.2, 0.5, 98.4, -3.6, 92.8, -0.3, 86.8
Shown for CC(C)c1cccc(C(C)C)c1NC(=O)COC(=O)C1CCC1 = 106.5, 2.1, -0.2, 97.0, 9.0, 96.0, 0.0, 84.5

Next records:
item	structure	LAP4-GFP MLPCN	proCasp7 act	GASC-1 inh	CR mimetic SO	proCasp3 act	RPL19A-GFP yeast	AHR activator	MEP2-GFP yeast
33	CCCCNc1c(N)n(CCCC)c(=O)[nH]c1=O	91.7	2.2	-7.7	119.0	-2.1	99.8	2.0	95.7
34	COc1nc(C)ccc1-c1noc(-c2cccs2)n1	102.7	6.1	2.5	96.2	3.5	92.3	14.4	94.4
35	O=C(CCc1ccccc1)NNC(=O)C1CCCCC1	95.4	-0.9	-1.3	101.9	5.5	89.5	1.5	94.4
36	COC(=O)c1ccc(CSc2nnnn2-c2ccc(C)cc2C)o1	116.4	-9.5	-9.2	117.1	-10.5	92.4	4.6	92.0
37	CN(NC(=O)Nc1ccccc1)c1cnn(C)c(=O)c1Cl	117.6	-10.6	·	115.5	5.2	93.7	6.9	99.3
38	Cc1cccc(C(C)C)c1NC(=O)COC(=O)COc1ccc2c(C)cc(=O)oc2c1	100.7	5.3	-0.7	109.7	-0.5	104.3	1.4	108.3
39	COc1ccc(-n2nc3c(N4CCC(C(=O)NCc5cccc(C)c5)CC4)nnc(C)c3c2C)cc1	59.2[may fluoresce violet]	1.1	49.1	130.0	5.8	51.5[may fluoresce violet]	1.6	234.6*[may fluoresce violet]
40	COCc1ccc(C(=O)N2CCCC(Nc3ccc(C(C)C)cc3)C2)s1 (stereo not drawn)	103.9	4.8	-1.5	99.8	2.5	100.7	9.0	97.3
41	NC1=C(c2ccccc2)C(=O)NC1=O	97.9	5.6	0.4	36.6*	-3.7	98.4	-1.8	92.6
42	Cc1nc(SCc2cccnc2)[nH]c(=O)c1C	102.2	-4.4	2.2	97.0	3.8	100.5	1.2	98.7
43	Cc1ccc(C)c(S(=O)(=O)N2CCCC2CNC(=O)C(=O)NCCN2CCOCC2)c1 (stereo not drawn)	99.2	4.0	4.4	104.0	7.9	96.7	-3.8	96.8
44	COc1ccc(Cl)cc1NS(=O)(=O)c1cccc(C(=O)NC2CC2)c1	97.6	8.7	-0.9	92.4	3.6	99.2	-0.9	102.3
45	Cc1cc(C(=O)NCCc2ccc(Cl)cc2)c2ccccc2n1	88.6	-7.4	-4.6	96.2	5.2	100.1	4.3	98.4
46	c1ccc(C2CC(c3cccs3)=NN2c2ccccc2)cc1 (stereo not drawn)	?	-65.1	-1.8	72.9	-73.8	37.5*[may fluoresce violet]	2.5	?
47	O=C1CCCC/C=C\C[C@H](CC(=O)N(CCO)Cc2ccccc2)C(=O)N[C@@H](Cc2ccccc2)CO1	127.0	6.7	2.2	109.0	2.1	102.5	-1.2	109.6
48	CS(=O)(=O)c1ccc(Cl)c(NC(=O)CNC(=O)c2ccc3c(c2)OCO3)c1	91.7	0.3	-9.1	100.2	3.6	99.1	0.6	100.3
49	O=C(/C=C/c1ccco1)Nc1ccc2nc3n(c(=O)c2c1)CCCC3	100.7	2.9	6.1	110.4	-0.5	110.0	-8.5	101.7
50	Cc1ccc(C)n1CCN1CCN(S(=O)(=O)c2ccc(F)cc2F)CC1	103.7	-1.7	10.1	90.3	-1.4	105.0	-1.2	103.5
51	CCNC(=O)CN1C(=O)NC2(CCOc3ccccc32)C1=O (stereo not drawn)	95.6	6.8	4.2	118.1	7.2	102.5	0.1	98.8
52	O=S(=O)(Nc1ccc(S(=O)(=O)N2CCOCC2)cc1)c1ccc(Br)cc1	95.9	4.1	-5.6	101.0	-7.7	99.8	-0.7	104.0
